S3 lipid droplet – qHTS Assay for Lipid Storage Modulators in Drosophila S3 Cells | Drosophila S3 cells, BODIPY lipid droplet fluorescence, 18-24 h; cells fed with added oleic acid | lipid storage change, negative = inhibition, % at the top dose, mostly 46.1 µM; hits show Potency in µM | hit rate 0.64% among 320,000; active means well fitted inhibition curve with a large enough effect in the signal ratio, with a control signal flat, not every such curve was filed as active; inconclusive means small, poorly fitted or top-dose-only effect, or effect the other way, or a change in a side signal; the % refers to the signal ratio
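Drosophila S3 cells loaded with oleic acid (400 uM, as added) and compounds at several concentrations; lipid droplets imaged by 488-nm laser-scanning cytometry, 500–530 nm intensity and object ratio to cell channel. Percent activity normalized to 20 uM Triacsin C.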
S3 lipid droplet cell count max – further read-out of S3 lipid droplet, marked with its call; cell number change, %; measured here: cell count max response;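 cells counted by Cell Tracker Red CMTPX staining in the red channel; peak over a dose series mostly up to 46.1 µM; percent activity relative to internal control wells on each plate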
Active calls of the source: *; i = inactive; u = inconclusive; x = not tested or not shown; [ ] = another dose, or the depositor's remark. On the % scale 0 is the no-effect control and ±100 the full control effect; potency means the concentration at half of the fitted maximal effect. These rows are one share of the data, so the mix of outcomes need not match the whole.

SMILES	S3 lipid droplet	S3 lipid droplet cell count max
O=C(CCc1nnc(C2CCCCC2)o1)NCCCOc1cccnc1	-4%	6
O=C(c1ccccc1-c1nc(-c2ccc(F)cc2)no1)N1CCCC1	14%	-10
O=C(N/N=C/c1cccc([N+](=O)[O-])c1)c1cccc(Br)c1	8%	-3
O=C(C1CC(=O)N(C2CCCC2)C1)N1CCN(c2ccccc2F)CC1 (stereo not given)	8%	8
CCc1ccc(OCc2cnc(Cl)s2)cc1	-1%[9.22 µM]	-10
CC/C=C/C(=O)N1CC2(CC(c3cccc(NC(=O)c4ccccc4)c3)=NO2)C[C@@H]1C(N)=O (stereo not given in full)	u	x
CC(C)NC(=O)CSCc1c(Cl)cccc1Cl	i	x
Nc1ccccc1C(=O)N1CCCC1	-2%	8
CCCCCCCC(=O)N1CCN(c2cc3c(cc2F)c(=O)c(C(=O)O)cn3CC)CC1	i	x
C/C(=N/NC(=O)CNC(=O)c1cccs1)c1ccc(Cl)cc1	u	x
CS(=O)(=O)N(Cc1ccccc1)c1ccccn1	15%	1
CC(C)(C)OC(=O)N[C@@H](/C=C/c1ccccc1)C(=O)OC(C)(C)C	u	x
CN=c1sc(C(=O)Nc2ccccc2)c(C)n1C	-1%	-13
O=C(CN1c2cccc3cccc(c23)S1(=O)=O)Nc1ccccc1F	u	x
CCOc1ccc(OCC(=O)NCc2n[nH]c(=O)c3ccccc23)cc1	u	x
CN(CCOc1ccccc1)CC(=O)Nc1ccc(Br)cc1F	u	x
O=C(CC(c1ccccc1)c1cc(Cl)ccc1O)N1CCCC1 (stereo not given)	8%	-1
N#CCOc1ccccc1/C=C/c1nc2ccccc2c(=O)[nH]1	0.82µM*	5.4*
CN1C(=O)CC(N2CCN(c3ncccn3)CC2)C1=O (stereo not given)	-17%	-2
CCC(OC(=O)c1cccs1)C(=O)NC1CCCCC1 (stereo not given)	u	x
COc1ccccc1CN1CC(C(=O)N(C)Cc2[nH]c3ccccc3c2C)CCC1=O (stereo not given)	5%	22
CN1C(C(=O)NCC2CC2)CC2Cn3c(nc4cc5ccccc5cc43)C21 (stereo not given)	5%	3
COc1ccc(C(=O)N/C(=C\c2cn(C)c3ccccc23)C(=O)NCCCn2ccnc2)cc1	u	x
Cc1onc(-c2ccccc2Cl)c1C(=O)Nc1ccc(-n2nncc2-c2ccco2)cc1	u	x
COc1ccccc1-c1ccc(Nc2cccc(C(C)=O)c2)nn1	i	x
COc1ccc(C(=O)N/C(=C/c2ccco2)C(=O)NCc2ccco2)cc1	i	6
NS(=O)(=O)c1ccc(NC(=S)NCc2ccco2)cc1	3%	14
Cc1ccc(Cc2ccc(C(=O)NNC(N)=S)o2)cc1	11%	-4
CN(C1CCCCC1)S(=O)(=O)c1ccc(NC(=O)C2CCCCC2C(=O)O)cc1 (stereo not given)	17%	8
O=C(CCCNC(=O)c1ccc(Cl)cc1)NCc1ccc(F)cc1	i	20
Cc1ccc(/C=N/NC(=O)c2cccs2)s1	u	x
C=CCNC(=O)Cc1c(OC)ccc2cc(Br)ccc12	u	x
CCOC(=O)c1cnc(-n2nc(C)cc2C)nc1NC1CCCCC1	u	x
COc1ccccc1C1C2=C(CC(C)(C)CC2=O)N(CC(=O)O)C2=C1C(=O)CC(C)(C)C2	-8%	-17
COc1cc(/C=C/C(=O)OCC(=O)N(C)Cc2ccccc2)ccc1O	u	x
C=CCc1cccc(/C=N/NC(=O)c2ccccc2Br)c1O	4%	-7
O=C(N/N=C/c1ccc(O)cc1)c1csc2ccccc12	27%	-14
Cc1ccccc1Cn1nnc(C(=O)Nc2cccc(C)c2C)c1N	u	x
Cc1cc(C(=O)N/N=C/c2cc(N=Nc3ccccc3)ccc2O)n[nH]1	u	x
CCOc1ccccc1NC(=O)Cn1c(=O)oc2ccccc21	24%	-5
C=CCn1c(C)cc(C2=NNC(=NCc3ccccc3)SC2)c1C	-3%	-19
Cc1nc(SCC(=O)NC2CCS(=O)(=O)C2)c(C#N)c(C)c1C (stereo not given)	u	x
Cc1nn2c(-c3ccccn3)ccnc2c1Cl	u	x
Cc1ccccc1Nc1nc(-c2sc(NC(=O)c3ccco3)nc2C)cs1	u	x
COCc1n[nH]c(=S)n1-c1cccc2ccccc12	u	x
Cc1nc(-c2cccnc2)sc1C(=O)N/N=C/c1ccccc1Cl	i	x
COc1ccc(NC(=O)CC2SC(N)=NC2=O)c([N+](=O)[O-])c1 (stereo not given)	u	x
COc1ccc(/C=N/NC(=O)c2nonc2N)cc1OC	-4%	19
COC(=O)c1cc(COC(=O)c2ccc(OC)c(S(=O)(=O)N3CCCC3)c2)oc1C	u	x
Clc1cc(Cl)c2nc(N3CCOCC3)sc2c1	6%	20
Nc1c(C(=O)CSc2nnc(-c3ccccc3)o2)c(=O)[nH]c(=O)n1C1CC1	9%	24
Cc1cccc(-c2cc3nc(C)cc(NCCCN(C)C)n3n2)c1	u	x
CC(=O)/C=C(\C)Nc1ccccc1O	u	x
CC(=O)Nc1nnc(Cc2c[nH]c3ccccc23)s1	1%	1
COc1ccc(/C=C/C(=O)c2ccc3c(c2)OCO3)cc1OC	u	x
N#Cc1cc(S(=O)(=O)c2ccc(F)cc2)c(N)[nH]c1=O	21%[9.22 µM]	-5
COc1ccc(-c2ccc(SCC(=O)N3CCOCC3)nn2)cc1OC	u	x
CCCOCC(O)COc1ccccc1C(=O)N1CCOCC1 (stereo not given)	u	x
CCc1c(C)sc(NC(=O)OC)c1C(=O)N1CCOCC1	u	x
O=C(CNC(=O)c1cccc(Br)c1)N/N=C/c1cc(Br)cc(Br)c1O	u	x

New compounds follow
SMILES	S3 lipid droplet	S3 lipid droplet cell count max
Cc1ccc(NC(=O)COC(=O)/C=C/c2ccccc2)cc1S(=O)(=O)N1CCOCC1	u	x
C/C(=N\Nc1nccnc1Cl)c1ccc(F)cc1	14%	23
COc1ccc(CNC(=O)CCCN2C(=O)NC3(CCCC3)C2=O)cc1	u	x
COc1cc(NC(=O)COC(=O)CSc2ccc3ccccc3c2)c(C)cc1[N+](=O)[O-]	u	x
CCN(CC(=O)Nc1c(F)cccc1F)C(=O)c1cccc(S(=O)(=O)N2CCCCCC2)c1	15%	-5
CN(c1ccc(OCC(=O)N2CCCCC2)cc1)S(=O)(=O)c1cccs1	u	x
COc1ccc(NS(=O)(=O)c2cc(NC(=O)CC(=O)c3ccc([N+](=O)[O-])cc3)ccc2C)cc1	u	x
CCOC(=O)c1ccc(N2C(=O)CC(N(C)CCc3ccc(OC)c(OC)c3)C2=O)cc1 (stereo not given)	i	x
Cc1ccc(NC(=O)NCC(c2cccnc2)N2CCOCC2)cc1 (stereo not given)	15%	-2
COc1ccc(N(C(=O)Cn2nnc(-c3ccc(Cl)cc3)n2)C(C(=O)NCC2CCCO2)c2ccc(C)cc2)cc1 (stereo not given)	u	x
O=C(CCCc1c[nH]c2ccccc12)NCc1ccc2c(c1)OCO2	u	x
O=C(NCc1ccco1)c1cc2ccc(O)cc2oc1=O	u	x
C=CCN(C(=O)CCC(=O)Nc1cc(C)on1)C(C(=O)NC1CCCC1)c1cccnc1 (stereo not given)	u	x
COc1ccc2nc(N3CCCC(C(=O)NCCc4ccc(OC)c(OC)c4)C3)sc2c1 (stereo not given)	u	x
CCN(CC(=O)Nc1ccccc1C(F)(F)F)C(=O)CCS(=O)(=O)c1ccc(Cl)cc1	u	x
COc1ccc(S(=O)(=O)N(CC(=O)NCC2CCCO2)c2ccc(F)cc2)cc1OC (stereo not given)	u	x
CCOc1ccccc1NC(=O)NCCc1c[nH]c2ccccc12	u	x
CCCOc1cc(NCc2ccccc2)c2ncn(C(C)C)c2c1	u	x
O=C(Nc1cccc2cccnc12)c1cccc(Cl)c1	u	x
CCOC(=O)Cc1csc(NC(=O)/C=C/c2ccc(Br)o2)n1	0%	0
Cc1cc(S(=O)(=O)Nc2cc(C)c(O)c(C)c2)c(C)s1	i	x
C=CCSc1nnc(-c2nnc(SCC=C)n2CC)n1CC	-3%	7
COC(=O)C1CCN(C(=O)c2ccc(NC(C)=O)cc2)CC1	u	x
CC(=O)c1ccc(NC(=O)CSCCO)cc1	u	x
CCCn1c(NCc2ccc3c(c2)OCO3)nc2ccccc21	i	x
O=C(CNc1ccc(C(F)(F)F)cc1)Nc1cccc(S(=O)(=O)N2CCCC2)c1	u	x
CCN1CCN(c2nc3ccccc3nc2C(C#N)C(=O)OCc2ccccc2)CC1 (stereo not given)	8%	-23
O=C(NNS(=O)(=O)c1ccc(F)cc1)c1ccc2c(c1)OCO2	u	x
O=C(NC1CCSC1=O)c1ccc(Oc2cccc(C(F)(F)F)c2)nc1 (stereo not given)	0%	-7
Cn1c(SCC(=O)N2CC(=O)Nc3ccccc32)nc2ccccc2c1=O	u	x
Cc1noc(C)c1COC(=O)COc1ccc(C#N)cc1	u	x
CCc1nnc(NC(=O)C2COc3ccccc3O2)s1 (stereo not given)	u	x
O=C(NC(=O)c1cccc(Cl)c1)OC[C@@H]1CCCN2CCCCC12 (stereo not given in full)	-13%	-5
COc1ccc(CCNC(=O)c2ccncc2)cc1OC	i	x
CCC1CCCCN1S(=O)(=O)c1ccc(S(=O)(=O)N(Cc2ccccn2)CC2CCCO2)cc1 (stereo not given)	u	x
Cc1cccc(NC(=S)NNC(=O)c2ccccc2OC(F)F)c1	u	x
CN(C)c1ccc(C(=O)Nc2ccc(CN3CCS(=O)(=O)CC3)cc2)cc1	u	x
Cc1ccc2c(c1)C(=C(C#N)C#N)C(=O)N2CCN1CCOCC1	19%	9
O=C(NCc1cn2ccccc2n1)c1ccco1	i	12
COC(=O)c1cccc(NC(=O)c2ccc(S(=O)(=O)N3CCN(C)CC3)cc2)c1	u	x
CCCOc1ccc(-c2c(C(=O)N/N=C(\C)c3ccncc3)nnn2-c2nonc2N)cc1	u	x
CCOC(=O)C1(CCCc2ccccc2)CCN(C(=O)CN2C(=O)CSC2=O)CC1	8%	3
COc1ccc(C(CNC(=O)c2oc3ccc(Br)cc3c2C)N2CCCCC2)cc1 (stereo not given)	2%	8
Cn1cc(SCC(=O)Nc2nc3ccccc3s2)c2ccccc21	u	x
NS(=O)(=O)c1ccc(NC(=S)N2CCN(c3ccccc3)CC2)cc1	0%	-18
O=C(NNC(=O)c1ccccc1O)c1cc2ccccc2o1	i	x
COC(=O)CC1=C(C(=O)OC)C(c2cccc(OCC(N)=O)c2)C(C#N)=C(N)O1 (stereo not given)	4%	-6
O=C(Oc1ccc(NC(=O)c2cc3c(cc2Br)OCO3)cc1)c1ccccc1	0%	7
Cc1ccc(NC(=O)N2CCC(c3nc4c(nnn4Cc4cccc(Cl)c4)c(=O)[nH]3)CC2)cc1	i	x
O=C(CSc1nnc2ccccn12)c1ccc2c(c1)OCCO2	u	x
CCCn1c(NC(=O)c2ccccc2)nc2ccccc21	u	x
O=C(c1cc2cc(Br)ccc2o1)N1CCCC1	u	x
CCN(c1ccc(C)c(C)c1)S(=O)(=O)c1ccc2c(c1)CCN2C(=O)CCC(=O)O	u	x
Cc1ccc(CNC(=O)CCS(=O)(=O)Cc2ccc(C)cc2)cc1	u	x
O=C(Nn1c(SCc2ccc([N+](=O)[O-])cc2)nc2ccccc2c1=O)c1ccc(F)cc1	-1%	-3
Cc1c(C)c2c(OCC(=O)N3CCC(C(=O)NCC(C)C)CC3)cc3c(c2oc1=O)CCC(C)(C)O3	i	10
COc1ccccc1N1CCN(C(=O)c2sc3nc(-c4ccc(F)cc4)cn3c2C)CC1	i	x
Cc1cc(OCC(=O)NC(C)(C)C)ccc1Cl	15%	19
Cc1ccc(Nc2nc3ccccc3o2)cc1F	u	x
CC(=O)c1c(N2CCN(c3ccc(F)cc3)CC2)nc(=S)n(-c2ccccc2)c1C	u	x

Source: PubChem
